MEP2 TOR yeast = modulators of TOR pathway MEP2-GFP in S. cerevisiae | S. cerevisiae MEP2-GFP strain, flow cytometry GFP, 3 h; 100% = DMSO control level | GFP response vs DMSO, % at 10 µM | hit rate 0.51% among 330,000;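 active means GFP response versus DMSO above a set limit, roughly screen mean plus 3 SD, cut at about 180% in these data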;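 further: median GFP fluorescence of the barcode-gated MEP2-GFP cells per well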
GRK2 aptamer HTS = inhibitors of human GRK2 displacing RNA aptamer. P25098. bead flow cytometry, FAM-aptamer displacement from GRK2. inhibition of aptamer binding, % at 10 µM. hit rate 0.59% among 330,000. AID 488847;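 active means inhibition of aptamer binding above 40%, roughly 3 SD of noise, on plates passing a quality check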;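 further: median bead fluorescence of bound FAM aptamer so fluorescent compounds give negative values; no value below 0 was filed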
CR mimetic SO = yeast age-related superoxide inhibition as caloric restriction mimetic; AID 2690; hit rate 0.18% among 330,000; S. cerevisiae aged cells, superoxide DHE fluorescence; stronger effect = lower value; superoxide response (% of plate mean), % at 10 µM;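 active means superoxide response under a set limit, about three screen SD below normal, cut at about 65% in these data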;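 further: yeast aged for seven days with compound at 30 °C before DHE staining; 100% = average MFI of all compound-treated wells on the plate with controls excluded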
CIT2-GFP yeast = alters CIT2-GFP fluorescence in TOR pathway yeast screen. S. cerevisiae CIT2-GFP strain, flow cytometry, 3 h; 100 means same as DMSO wells. GFP response vs DMSO, % at 10 µM. hit rate 0.065% among 320,000;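 active means GFP response relative to DMSO above a set limit, near the screen mean plus 3 SD, cut at about 150% in these data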;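 further: ratio of well median GFP fluorescence to mean of DMSO wells on the plate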
LAP4 TOR yeast = modulators of TOR pathway LAP4-GFP in S. cerevisiae | hit rate 0.34% among 320,000 | GFP response vs DMSO, % at 10 µM | S. cerevisiae LAP4-GFP multiplex, flow cytometry GFP, 3 h; median GFP as percent of DMSO wells;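 active means GFP response vs DMSO above a set limit, about the screen mean plus 3 SD, cut at about 150% in these data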
RPL19A TOR yeast = modulators of TOR pathway RPL19A-GFP in S. cerevisiae; percent response vs DMSO, % at 10 µM; hit rate 0.3% among 330,000; S. cerevisiae RPL19A-GFP strain, flow cytometry, 3 h; stronger effect = lower value;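 active means percent response vs DMSO below 50%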;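 further: median channel GFP fluorescence of the barcoded RPL19A-GFP strain; ratio of sample median GFP to plate DMSO average so 100% = DMSO; lower means less RPL19A-GFP as with rapamycin TOR inhibition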
AGP1 TOR yeast = yeast TOR pathway AGP1-GFP modulation | S. cerevisiae AGP1-GFP multiplex flow cytometry, 3 h; GFP as percent of DMSO wells | GFP response vs DMSO, % at 10 µM | hit rate 0.02% among 320,000;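 active means GFP response relative to DMSO above a set limit, near screen average plus 3 SD, cut at about 150% in these data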;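 further: median GFP channel fluorescence of the gated AGP1 strain per well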
VLA-4 inh = inhibition in a human VLA-4 binding assay; AID 2557; VLA-4 expressing cells, ligand binding flow cytometry; hit rate 0.2% among 330,000; inhibition, % (about 7 µM as worked out from the volumes in the protocol); P13612; in the data active means inhibition above about 50%
Target sequence (P13612 whole entry, looked up): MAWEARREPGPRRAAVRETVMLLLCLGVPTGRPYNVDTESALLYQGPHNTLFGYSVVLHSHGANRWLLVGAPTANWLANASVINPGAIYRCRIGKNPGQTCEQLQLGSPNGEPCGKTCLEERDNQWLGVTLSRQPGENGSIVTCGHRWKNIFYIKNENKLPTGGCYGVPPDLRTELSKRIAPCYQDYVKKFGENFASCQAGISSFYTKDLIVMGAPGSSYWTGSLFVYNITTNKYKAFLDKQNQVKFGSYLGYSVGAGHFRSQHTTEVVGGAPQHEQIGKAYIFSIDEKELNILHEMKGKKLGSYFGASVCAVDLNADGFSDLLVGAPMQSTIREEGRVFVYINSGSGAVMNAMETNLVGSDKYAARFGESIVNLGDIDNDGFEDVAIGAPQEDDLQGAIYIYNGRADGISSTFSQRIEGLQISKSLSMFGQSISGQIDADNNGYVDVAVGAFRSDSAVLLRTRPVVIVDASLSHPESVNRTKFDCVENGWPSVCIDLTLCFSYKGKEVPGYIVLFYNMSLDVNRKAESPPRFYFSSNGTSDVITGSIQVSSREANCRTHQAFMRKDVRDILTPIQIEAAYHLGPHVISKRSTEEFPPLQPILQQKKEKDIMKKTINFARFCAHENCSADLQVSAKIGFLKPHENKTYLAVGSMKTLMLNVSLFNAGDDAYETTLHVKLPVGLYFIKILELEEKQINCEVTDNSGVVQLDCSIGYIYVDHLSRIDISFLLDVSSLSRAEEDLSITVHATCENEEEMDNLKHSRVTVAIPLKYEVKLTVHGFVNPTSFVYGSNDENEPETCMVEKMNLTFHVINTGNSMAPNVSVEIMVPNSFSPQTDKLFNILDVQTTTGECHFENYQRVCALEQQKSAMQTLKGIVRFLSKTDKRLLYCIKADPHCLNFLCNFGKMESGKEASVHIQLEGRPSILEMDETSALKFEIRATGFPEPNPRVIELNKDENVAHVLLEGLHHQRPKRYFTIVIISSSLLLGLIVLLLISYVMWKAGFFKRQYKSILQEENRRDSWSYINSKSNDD
Numbers without * were called inactive; . = not tested or not shown.

SMILES	MEP2 TOR yeast	GRK2 aptamer HTS	CR mimetic SO	CIT2-GFP yeast	LAP4 TOR yeast	RPL19A TOR yeast	AGP1 TOR yeast	VLA-4 inh
CC(NC(=O)Cn1nc(C(F)(F)F)c2c1CCC2)c1ccccc1 (stereo unspecified)	116	3	104	112	102	102	106	-3
Cc1ccc(S(=O)(=O)Cc2ccc(C(=O)OCc3ccccc3)cc2)cc1	105	0	106	95	102	100	95	-6
COc1ccc(NC(C)=O)cc1S(=O)(=O)N1CCn2cccc2C1C (stereo unspecified)	105	0	85	99	96	99	99	-17
CC1=NN(C(=O)CSCc2ccccc2)C(O)(c2ccccc2)C1 (stereo unspecified)	95	2	97	97	101	96	105	0
C=C(C)COc1ccc(C2NC(=O)c3ccccc3O2)cc1OCC (stereo unspecified)	108	2	99	102	98	103	103	8
COc1cccc(N2CCN(C(=O)c3cc(-c4ccccc4)nc4c3cnn4C(C)C)CC2)c1	93	0	119	102	105	96	99	-8
COc1ccc(OC)c(NC(=O)COC(=O)CCS(=O)(=O)c2ccc(Cl)cc2)c1	97	7	90	98	102	100	102	12
Cc1ccc(-c2cc(C(=O)NCCCn3ccnc3)c3ccccc3n2)s1	104	0	102	101	92	101	100	-1
O=C(CNC(=O)c1ccc2ccccc2c1)NC1CCCCC1	97	0	112	94	91	95	99	14
O=C(NOCc1ccccc1)c1ccc(Cl)cc1	100	0	105	91	107	98	93	-6
CC(NC(=O)/C(=C/c1cccc([N+](=O)[O-])c1)NC(=O)c1ccco1)C(=O)O (stereo unspecified)	100	1	91	104	96	102	101	15
CN(CCCNC(=O)c1cc2c(Cl)nc3ccccc3c2s1)Cc1ccccc1	107	0	91	104	102	105	106	11
O=C1CN(C(=O)COc2ccccc2)CCN1	103	0	94	103	96	100	97	4
CCOC(=O)c1c(NC(=S)Nc2ccccc2)sc2c1CCN(C)C2	100	6	101	95	109	103	102	-8
Cn1nc(C(=O)Nc2ccc(Br)cc2)cc1C(=O)Nc1ccc(Br)cc1	111	3	109	109	109	108	104	2
CC1CCCN(C(=O)c2cccc(S(=O)(=O)N3CCCC3)c2)C1 (stereo unspecified)	97	0	89	99	96	97	100	5
COC(=O)c1cc2sc(Cl)cc2n1Cc1nc(-c2ccccc2)oc1C	98	3	85	91	97	99	101	1
CCCCNCc1cc(Br)c(OCc2cccs2)c(OC)c1	93	0	94	101	90	90	89	-12
Cc1cccnc1NC(=S)Nc1ccc(F)cc1F	99	7	112	93	106	105	94	0
COC(=O)c1[nH]c2cccc(OC)c2c1NC(=O)CCN1CCN(c2ccccc2OC)CC1	105	1	93	105	111	109	112	5
COc1ccc(N2C(=O)C(Cl)=C(Nc3ccccc3OC)C2=O)cc1	102	0	111	99	96	103	93	8
O=C(NCSc1ccccc1)c1ccccc1	89	1	97	61	134	93	75	5
Cc1ccccc1CC(=O)Nc1ccon1	105	0	82	103	97	102	101	-3
C=CCOc1ccccc1CNCCc1ccc(S(N)(=O)=O)cc1	103	0	96	97	99	99	101	17
O=C(COC(=O)c1nc(Cl)ccc1Cl)NC1CCCCCC1	99	13	104	107	101	97	99	-7
CCOC(=O)C1CCN(C(=O)C2CC(=O)N(c3ccc4c(c3)OCCO4)C2)CC1 (stereo unspecified)	97	0	110	103	76	104	96	-7
N/C(=N\OC(=O)c1ccco1)c1ccccn1	96	1	102	95	104	99	96	1
O=C(CCCn1c(=S)[nH]c2ccccc2c1=O)NCCSCc1ccccc1	103	0	108	104	99	98	102	-4
O=C(Nc1ccccn1)C1CCN(S(=O)(=O)c2ccc(Cl)cc2)CC1	104	1	102	92	105	98	106	9
CC(C)(C)c1ccc(C(=O)NNC(=O)Cc2ccccc2)cc1	97	3	98	100	105	97	97	4
CCC(C)(C)NC(=O)CN(Cc1ccc2c(c1)OCO2)C(=O)CCC(=O)Nc1ccccn1	109	0	102	104	107	102	109	12
Cc1cccc(N2CCN(C(=O)CCc3nc4ccccc4c(=O)[nH]3)CC2)c1C	96	4	104	96	94	95	97	1
N#CCSc1nc2ccccc2c(=O)n1CCC(=O)NCCc1ccccc1	101	0	97	91	88	100	111	5
CC(NC(=O)C(c1ccccc1)c1ccccc1)c1ccc(S(N)(=O)=O)cc1 (stereo unspecified)	101	2	95	104	92	104	102	3
CC(C)(C)CC(=O)O/N=C(\N)c1ccccn1	96	2	98	95	85	98	93	15
Cc1cccc(NC(=S)N2CCN(C(=O)c3ccco3)CC2)c1	85	0	106	77	88	93	88	-11
Cc1c(NS(=O)(=O)c2cc(C(=O)NCCN(C)C)ccc2Cl)c(=O)n(-c2ccccc2)n1C	94	0	100	104	91	97	100	1
O=C(NNC(=O)c1ccc(Cl)c([N+](=O)[O-])c1)c1ccncc1	108	0	109	98	96	99	97	10
O=C(O)c1ccccc1NS(=O)(=O)c1cccc(NS(=O)(=O)c2cc(Br)ccc2Br)c1	90	3	96	107	90	97	98	-9
CC(C)c1nc(SCC(=O)N2CCOCC2)c2c(=O)n(C)c(=O)n(C)c2n1	104	4	86	110	112	106	110	-29
Cc1c(C(=O)N2CCC(n3nccc3NC(=O)C3CC3)CC2)[nH]c2ccc(Cl)cc12	100	0	104	98	89	99	98	9
COc1cccc(Cn2c(-c3nonc3N)nc3ccccc32)c1	99	0	93	100	97	96	97	11
CCOc1ccc(-c2csc(NC(=O)c3ccco3)n2)cc1	96	.	102	90	88	103	84	-3
COC(=O)C(C(=O)N1CCN(C)CC1)C1CCCCCC1 (stereo unspecified)	100	0	113	97	104	104	.	-6
Cc1cc(C)cc(N(C(=O)c2ccccn2)C(C(=O)NC2CCCCC2)c2cccs2)c1 (stereo unspecified)	97	0	98	100	98	96	100	-18

One compound at a time, from the list above.
CC(C)(C)CC(=O)O/N=C(\N)c1ccccn1 across the screens: MEP2 TOR yeast: 96; GRK2 aptamer HTS: 2; CR mimetic SO: 98; CIT2-GFP yeast: 95; LAP4 TOR yeast: 85; RPL19A TOR yeast: 98; AGP1 TOR yeast: 93; VLA-4 inh: 15
COc1cccc(Cn2c(-c3nonc3N)nc3ccccc32)c1 across the screens: MEP2 TOR yeast: 99; GRK2 aptamer HTS: 0; CR mimetic SO: 93; CIT2-GFP yeast: 100; LAP4 TOR yeast: 97; RPL19A TOR yeast: 96; AGP1 TOR yeast: 97; VLA-4 inh: 11
CC(C)c1nc(SCC(=O)N2CCOCC2)c2c(=O)n(C)c(=O)n(C)c2n1 across the screens: MEP2 TOR yeast: 104; GRK2 aptamer HTS: 4; CR mimetic SO: 86; CIT2-GFP yeast: 110; LAP4 TOR yeast: 112; RPL19A TOR yeast: 106; AGP1 TOR yeast: 110; VLA-4 inh: -29

Back to the main list with the six entries that preceded the break.
SMILES	MEP2 TOR yeast	GRK2 aptamer HTS	CR mimetic SO	CIT2-GFP yeast	LAP4 TOR yeast	RPL19A TOR yeast	AGP1 TOR yeast	VLA-4 inh
CC(C)c1nc(SCC(=O)N2CCOCC2)c2c(=O)n(C)c(=O)n(C)c2n1	104	4	86	110	112	106	110	-29
Cc1c(C(=O)N2CCC(n3nccc3NC(=O)C3CC3)CC2)[nH]c2ccc(Cl)cc12	100	0	104	98	89	99	98	9
COc1cccc(Cn2c(-c3nonc3N)nc3ccccc32)c1	99	0	93	100	97	96	97	11
CCOc1ccc(-c2csc(NC(=O)c3ccco3)n2)cc1	96	.	102	90	88	103	84	-3
COC(=O)C(C(=O)N1CCN(C)CC1)C1CCCCCC1 (stereo unspecified)	100	0	113	97	104	104	.	-6
Cc1cc(C)cc(N(C(=O)c2ccccn2)C(C(=O)NC2CCCCC2)c2cccs2)c1 (stereo unspecified)	97	0	98	100	98	96	100	-18
Cc1cccc(COc2ccc(/C=N/NC(=O)c3nnn(-c4nonc4N)c3C)cc2)c1	104	0	81	104	101	101	107	17
CCOC(=O)C1=C(C)C(c2ccc(OC)cc2)NC(=S)N1 (stereo unspecified)	102	2	97	106	101	103	103	18
CCOC(=O)c1[nH]c2cc(OC)c(OC)cc2c1NC(=O)c1nonc1C	102	0	117	93	103	96	93	4
COc1cc2c(cc1OC)/C(=C/C#N)NC(C)(C)C2	96	1	80	87	93	93	92	-4
Cc1cccc(N2CCN(Cc3nc(-c4ccc(F)cc4F)oc3C)CC2)n1	98	2	93	100	113	95	107	11
CC[C@@H](C)[C@@H]1CN([C@@H](CN2CCC[C@H]2CN2C(N)=NC[C@H]2CC(C)C)C(C)C)C(=N)N1CCCC1CCCC1	102	0	97	95	103	101	105	-9
O=C(Nc1c(Cl)ccc2nsnc12)c1ccco1	105	0	97	101	104	103	101	4
O=C(NCc1cccnc1)NC(C(F)(F)F)C(F)(F)F	103	0	104	105	99	101	107	1
CC(C)c1ccccc1NC(=O)CNC(C)c1ccc(F)cc1 (stereo unspecified)	98	0	85	94	96	94	101	14
Cc1ccccc1-c1nc(CN2CCC(C(=O)NC3CCCCC3)CC2)c(C)o1	115	0	72	110	108	104	110	9
COc1cc(NC(=O)c2noc3c2CCC3)c(OC)cc1Cl	105	21	97	100	98	.	97	13
CCN(CC)CCCNC(=O)c1cc(-c2cccc(Cl)c2)on1	101	0	92	99	102	.	96	6
CN(CC(=O)Nc1cccc(F)c1)C(=O)c1ccc2c(=O)n3c(nc2c1)CCC3	101	0	106	96	113	105	112	24
COc1cc2c(cc1OC)CN(C1CC(=O)N(c3c(C)cccc3C)C1=O)CC2 (stereo unspecified)	100	0	93	103	108	99	102	7
CNC(=S)N/N=C/c1ccc(-c2cc([N+](=O)[O-])ccc2Cl)o1	99	0	96	107	102	101	103	2
CC(=O)/C(=N\Nc1ccc(C)cc1)N1CCOCC1	95	0	73	112	93	92	90	10
CC(C)Oc1cccc(C(=O)C2CCCN(C(=O)CCc3cnn(C)c3)C2)c1 (stereo unspecified)	102	1	101	96	108	98	100	-8
S=C(Nc1cccc(Cl)c1Cl)Nn1cnnc1	102	0	105	97	91	97	105	3
COc1ccc(CCNc2oc(Cc3ccccc3)nc2C#N)cc1OC	112	1	79	116	103	92	89	5
O=C(C/C=N/OCc1ccc(Cl)cc1)c1cnc(-c2ccccc2)s1	103	3	105	96	101	100	102	9
COc1ccc(N2CCN(CC(=O)c3c(C)n(C)c4ccc(OC)cc34)CC2)cc1	106	0	100	102	100	99	102	-10
C[C@@H](NC(=O)c1nc[nH]c1C(=O)N1CCN(c2ccccc2)CC1)c1ccccc1	97	1	109	103	99	95	99	-10

Screens: PubChem, NMMLSC
